Screening data from PubChem.
DRD3 antagonist: blocks the human D3 dopamine receptor; P35462; D3R cells, DiscoveRx beta-arrestin luminescence, antagonist mode; hits give low values; max response, negative = inhibition, %; 360,000 tested, 2.5% active; AID 652054; in the data active = max response below about -50%; inconclusive = no clear call, values can overlap the other calls; also: % is scaled to controls: 0 for no effect and ±100 for the full control effect; mostly tested at two doses, the higher about 12 µM
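Cells expressing the human receptor were seeded at 1500 cells/well, incubated overnight at 37 degrees C in 5% CO2, then exposed to library compounds with dopamine controls for 90 minutes at 37 degrees C before luminescent detection.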
D3 ag: agonists of human D3 dopamine receptor; P35462; D3R DiscoveRx beta-arrestin cells, luminescence, 90 min; max activation, %; 410,000 tested, 0.58% active; AID 652048; in the data active = max activation above about 30%; also: 0% is about no effect; mostly tested at two doses, the higher about 12 µM
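Cells at 1500/well, incubated overnight, then treated with pinned compounds (dopamine as control) for 90 min at 37 degrees C. DiscoveRx reagent added for 30 - 60 minutes at room temperature; luminescence read.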
aSyn yeast inh: rescues yeast growth from alpha-synuclein toxicity; Yeast expressing alpha-synuclein, growth rescue, BacTiter-Glo, 24 h; Potency, µM (top dose mostly 46.1 µM), for the others: at the top dose growth rescue (activation), usual class: activators; 370,000 tested, 0.14% active; AID 652106; also: potency is read from the fitted curve at half-maximal effect; % of control where 0% means no effect; nearly all actives have a fitted effect of over 65% in size
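Galactose-induced alpha-syn yeast (OD600=0.02, raffinose-pregrown) + pinned cpd, 24 hr, 30 deg C; growth by BacTiter-Glo luminescence. Growth restoration scores as activation.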
Abeta rescue: restores growth of yeast expressing A-beta42 peptide. yeast expressing A-beta42, growth rescue, OD600, 48 h; response scale: 0% DMSO, 100% iron-clioquinol control. Potency, µM (series often up to 46.1 µM), inactives show at the highest dose growth rescue, usual class: activators. 410,000 tested, 0.063% active. AID 1347071; also: potency is read from the fitted curve at half-maximal effect; nearly all actives have a fitted effect of over 55% in size
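Growth rescue measured by 600 nm absorbance after 48 h yeast culture at 30 C with compound. Values normalized between DMSO and an equimolar ferric chloride plus clioquinol control.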
EPAC2 ag: activates human EPAC2 exchange factor. Q8WZA2. EPAC2 activation, biochemical qHTS; response scale: 100% = 6.5 mM cAMP response. Potency, µM (titrated, usually from 154 µM), without a hit: at the highest dose activation, most hits filed as activators. 360,000 tested, 0.079% active; also: potency is read from the fitted curve at half-maximal effect; nearly all actives have a fitted effect of over 50% in size
Target sequence (Q8WZA2 whole entry, looked up): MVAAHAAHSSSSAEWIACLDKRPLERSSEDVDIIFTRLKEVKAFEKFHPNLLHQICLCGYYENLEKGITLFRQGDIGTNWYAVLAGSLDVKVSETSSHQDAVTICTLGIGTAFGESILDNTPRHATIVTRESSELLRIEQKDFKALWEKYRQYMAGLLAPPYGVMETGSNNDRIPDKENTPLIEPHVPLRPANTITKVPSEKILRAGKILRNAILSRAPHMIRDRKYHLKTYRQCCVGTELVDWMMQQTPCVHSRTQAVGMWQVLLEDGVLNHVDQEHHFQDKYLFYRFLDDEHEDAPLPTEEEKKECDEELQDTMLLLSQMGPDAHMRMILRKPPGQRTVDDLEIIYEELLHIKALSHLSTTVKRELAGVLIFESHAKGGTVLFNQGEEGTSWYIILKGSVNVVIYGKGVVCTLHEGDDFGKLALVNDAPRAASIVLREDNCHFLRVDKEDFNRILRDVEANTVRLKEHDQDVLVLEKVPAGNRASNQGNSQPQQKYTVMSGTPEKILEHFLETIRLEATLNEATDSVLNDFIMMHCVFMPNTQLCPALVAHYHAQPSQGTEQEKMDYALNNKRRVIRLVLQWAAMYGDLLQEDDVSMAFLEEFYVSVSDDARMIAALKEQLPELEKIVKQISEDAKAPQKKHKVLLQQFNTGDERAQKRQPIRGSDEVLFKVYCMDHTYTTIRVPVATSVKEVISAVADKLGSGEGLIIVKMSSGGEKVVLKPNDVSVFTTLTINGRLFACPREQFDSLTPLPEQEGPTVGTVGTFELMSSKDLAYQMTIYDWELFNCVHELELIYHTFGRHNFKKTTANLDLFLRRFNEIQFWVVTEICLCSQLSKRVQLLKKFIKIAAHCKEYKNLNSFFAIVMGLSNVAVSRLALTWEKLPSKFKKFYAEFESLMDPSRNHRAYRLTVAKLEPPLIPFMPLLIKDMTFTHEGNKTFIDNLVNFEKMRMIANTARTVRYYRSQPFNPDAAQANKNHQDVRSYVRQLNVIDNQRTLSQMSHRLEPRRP
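Each well held 100 nM EPAC2, 250 nM RAP1B-BODIPY-GDP and 50 uM GDP. Fluorescence, read at 5-min intervals to 30 min, was referenced to a 6.5 mM cAMP positive control.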
FUS yeast rescue: FUS proteinopathy suppression in yeast; S. cerevisiae FUS-expressing, growth rescue, OD600, 24 h; Potency, µM (top dose mostly 76.6 µM), without a hit: at the highest dose growth rescue (activation), hits mostly activators; 390,000 tested, 0.24% active;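 also: potency is read from the fitted curve at half-maximal effect; plate controls were DMSO vehicle for no effect and reference control for full effect; nearly all actives have a fitted effect of over 55% in size; some results filed as inactive show a strong effect at the top dose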
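FUS-expressing yeast, raffinose-pregrown, induced in 2% galactose minimal medium at OD 0.005; compounds in a dilution series, 24hr at 30C. Growth restoration read as absorbance at 600 nm. CP55940 positive control, DMSO negative.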
EPAC2 antag: blocks human EPAC2 exchange factor. Q8WZA2. EPAC2 GEF exchange of Rap1B-BODIPY-GDP, fluorescence. Potency, µM (titrated, usually from 114 µM), without a hit: top-dose activity, negative = inhibition, actives largely listed as inhibitors. 360,000 tested, 0.18% active; also: potency is read from the fitted curve at half-maximal effect; % is scaled to controls: 0 for no effect and ±100 for the full control effect; nearly all actives have a fitted effect of over 45% in size; many of its hits are not listed in these tables
TDP43 rescue: rescues yeast growth from TDP-43 toxicity. TDP-43 expressing yeast growth rescue, BacTiter-Glo, 24 h. AID 652104. Potency, µM (highest dose often 46.1 µM), without a hit: top-dose growth rescue (activation), actives largely listed as activators. 410,000 tested, 1.8% active; also: potency is read from the fitted curve at half-maximal effect; % of control where 0% means no effect; nearly all actives have a fitted effect of over 50% in size
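Cell-based yeast growth screen: TDP-43 expression induced in galactose, inoculum OD600=0.02 after raffinose pregrowth to mid-log. Read-out BacTiter-Glo luminescence at 24 hr, 30 deg C; inhibition of toxicity seen as signal increase.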
* = called active by the depositor; ? = inconclusive; . = not tested or not shown; [ ] = remark or other dose. Unless noted, calls follow the shape of the dose curve; as a rule, active = well fitted curve in the direction sought with a large enough effect; inconclusive = small, poorly fitted or top-dose-only effect, or another doubt; inactive = no such curve, though single readings can be large; an effect the other way counts as inactive or inconclusive. Some of the compounds tested; rates above refer to the full screens.

Fields – DRD3 antagonist	D3 ag	aSyn yeast inh	Abeta rescue	EPAC2 ag	FUS yeast rescue	EPAC2 antag	TDP43 rescue
- Cc1ccc(N2C(=O)CSCC2=O)cc1
  33	3	4%	17%	10%	-35%	11%	13%
- CCc1ccc(CNCc2ccc(OCC(O)CN(C)Cc3ccccc3)cc2)nc1 (stereo not given)
  -54*	-13	-7%	3%	2%	13%	7%	-11%
- Cc1cc(=O)n2ncnc2n1COCCO
  14	2	2%	16%	4%	15%	-3%	-1%
- Cc1cc(OCC(=O)Nc2ccc3oc(=O)ccc3c2)ccc1Cl
  -20	4	1%	1%	-2%	-16%	0%	14%
- NC(=S)N/N=C/c1ccc([N+](=O)[O-])cc1
  11	2	6%	-8%	-5%	11%	7%	-2%[0.397 µM]
- CC(=O)c1c(C(C)=O)c(C)n(NC(=O)c2cccnc2)c1C
  -5	-2	-5%	-12%	16%	6%	-2%	-23%
- O=C(CNC(=O)C(c1ccccc1)c1ccccc1)N/N=C\c1ccc2c(c1)OCO2
  -22	5	-7%	20%	-1%	.	1%	7%
- O=[N+]([O-])c1ccc(N2CCN(c3ccc([N+](=O)[O-])cc3CO)CC2)c(CO)c1
  -1	-2	5%	-10%	-9%	-6%	13%	1%
- C[C@@H](c1ccccc1)N1C[C@@H](COCc2ccccc2)Oc2cc(N3CCC[C@H]3CO)ccc2S1(=O)=O
  39	6	2%	9%	9%	?	-6%	0%
- CC12CCC(C(=O)N(CC(=O)O)C1=O)C2(C)C (stereo not given)
  3	1	-9%	14%	12%	-1%	5%	12%
- NC(=NCc1ccco1)NC(=O)c1ccccc1
  -1	-10	-4%	-2%	-3%	-13%	1%	1%
- CC1=C(C(=O)OCc2ccccc2)N2C(=O)[C@@H](NC(=O)COc3ccccc3)[C@H]2SC1
  16	-20	-7%	-24%	16%	16%	-5%	3%
- CCCCNC(=O)C1(C)CCCCN1C(=O)c1ccc2sccc2c1 (stereo not given)
  -2	-8	-6%	1%	5%	-19%	-2%	0%
- O=C(CN1CCN(CC(=O)Nc2ccccc2F)CC1)Nc1ccc(Cl)c(C(F)(F)F)c1
  .	-13	.	-5%	.	17%	.	-20%
- CCOc1ccc(CNC(=O)CCc2cn(CC)c3ccccc23)cc1
  .	-18	.	-1%	.	10%	.	?

Overlap with the part before: two entries; new compounds follow.
Fields – DRD3 antagonist	D3 ag	aSyn yeast inh	Abeta rescue	EPAC2 ag	FUS yeast rescue	EPAC2 antag	TDP43 rescue
- O=C(CN1CCN(CC(=O)Nc2ccccc2F)CC1)Nc1ccc(Cl)c(C(F)(F)F)c1
  .	-13	.	-5%	.	17%	.	-20%
- CCOc1ccc(CNC(=O)CCc2cn(CC)c3ccccc23)cc1
  .	-18	.	-1%	.	10%	.	?
- O=C(NCCS(=O)(=O)N1CCN(c2cccc(Cl)c2)CC1)C(c1ccccc1)c1ccccc1
  .	6	.	2%	.	10%	.	?
- CCOC(=O)N1CCC(NC2CCCCCCC2)CC1
  -20	-2	2%	8%	-1%	10%	4%	30%
- NC(=O)c1ccsc1NC(=O)COC(=O)c1cc(Cl)ccc1O
  -10	-4	0%	-11%	5%	9%	8%	-7%
- O=C(Nc1nc(-c2ccc(-c3ccccc3)cc2)cs1)c1cnccn1
  10	9	2%	-2%	6%	21%	-2%	-11%
- CC(=Nc1ccccc1O)c1sc2ccccc2c1O
  -13	5	10%	18%	7%	-2%	0%	25%
- Cc1ccccc1NC(=S)NNc1ncc(C(F)(F)F)cc1Cl
  -93*	-16	0%	18%	5%	1%	1%	10%
- Cc1cccc(C)c1-n1nnnc1C1(C)CCC(=O)N1CCc1ccc(O)cc1 (stereo not given)
  0	-2	0%	-6%	16%	19%	9%	23%
- COc1cc(-c2[nH]ncc2CN(C)Cc2cc(C)[nH]n2)cc(OC)c1OC
  -18	-14	-1%	.	3%	9%	4%	-10%
- CC(C)OC(=O)N(C)C[C@@H]1OCc2cnnn2CCCC(=O)N([C@@H](C)CO)C[C@H]1C
  12	0	0%	8%	6%	-15%	-3%	17%
- O=C(OCc1cn([C@@H]2CN(Cc3cccs3)[C@@H](c3ccccc3)C[C@H]2O)nn1)c1ccccc1
  15	1	8%	-11%	25%	3%	0%	0%
- O=c1[nH]c(CN2CCN(C/C=C/c3ccccc3)CC2)nc2cc(Cl)ccc12
  -53*	-20	1%	15%	-4%	-8%	-2%	-14%
- O=C(Nc1nccs1)C12CC3CC(C1)CC(C(=O)Nc1nccs1)(C3)C2
  0	22	1%	?	1%	?	-3%	6%
- Brc1ccc(OCCOc2cccc3cccnc23)cc1
  -6	3	5%	19%	5%	.	-4%	24%
- CCOc1ccc(C(=O)COC(=O)Cn2cnc3c2c(=O)n(C)c(=O)n3C)cc1
  8	5	-1%	13%	11%	29%	1%	2%
- COc1cccc(NC(=O)C2CCN(S(=O)(=O)c3ccccc3)CC2)c1
  2	-2	1%	9%	12%	16%	-4%	1%

Continuation.
Fields – DRD3 antagonist	D3 ag	aSyn yeast inh	Abeta rescue	EPAC2 ag	FUS yeast rescue	EPAC2 antag	TDP43 rescue
- Cc1ccc(S(=O)(=O)NNc2ccccc2)cc1
  -13	4	-4%	-14%	0%	40%	-3%	-23%
- CC[C@]12c3[nH]c4cc(-c5ccco5)ccc4c3CCN1C(=O)[C@@H](CC(=O)NCc1cccc(C(F)(F)F)c1)C[C@@H]2C(=O)N1CCN(C(=O)C2CC2)CC1
  9	0	9%	-11%	3%	?	-3%	18%
- CC1(C)CC(NS(=O)(=O)c2ccc(S(=O)(=O)N3CCOCC3)cc2)CCO1 (stereo not given)
  3	8	8%	6%	8%	10%	3%	-9%
- Cc1ccccc1CS(=O)(=O)c1cn(CC(=O)N2CCOCC2)c2ccccc12
  10	3	1%	-2%	4%	10%	4%	9%
- Cc1cc(C)cc(NS(=O)(=O)c2csc(C(N)=O)c2)c1
  -3	13	3%	10%	12%	11%	3%	-8%
- CC(=O)NCCC(=O)Nc1nc(C)c(Cc2ccc3c(c2)OCO3)s1
  19	1	-9%	7%	8%	-24%	-1%	8%
- COc1cccc(-c2n[nH]nc2C2=CC(=O)CC(C)(C)C2)c1
  6	2	3%	5%	6%	-16%	-19%	0%
- CC(=O)N1CCc2cc(S(=O)(=O)NC(Cc3ccccc3)C(=O)Nc3cc(C)ccn3)ccc21 (stereo not given)
  -71*	-12	0%	-2%	8%	34%	0%	-2%
- CC(=O)c1c(C)[nH]c(C(=O)OCC(=O)N2CCc3ccccc3C2)c1C
  25	0	12%	4%	-3%	3%	0%	12%
- CCCCn1nnc(N(C(=O)c2cccs2)C(=O)c2cccs2)n1
  1	-16	-21%	-29%	-2%	2%	5%	-3%
- O=C1CCC(C(=O)OCC(=O)C23CC4CC(CC(C4)C2)C3)N1 (stereo not given)
  -11	-4	6%	19%	-14%	-1%	-4%	13%
- COc1ccc(CCN=C(N)NS(=O)(=O)c2ccc(OC)c(OC)c2)cc1OC
  29	2	-1%	9%	3%	.	-1%	-12%
- COc1ccc(C2CCc3cc4c(cc3C2=NO)OCO4)cc1OC (stereo not given)
  35	7	12%	-17%	9%	18%	?	-1%
- O=[N+]([O-])c1ccc2ncnc(N3CCN(Cc4ccc5c(c4)OCO5)CC3)c2c1
  -17	43*	6%	-12%	-1%	17%	-5%	13%
- O=C1C(=Cc2cccc(Cl)c2)Cc2ccccc21
  -26	-4	0%	-5%	1%	-9%	0%	5%

(next part)
Fields – DRD3 antagonist	D3 ag	aSyn yeast inh	Abeta rescue	EPAC2 ag	FUS yeast rescue	EPAC2 antag	TDP43 rescue
- Cc1ccc(S(=O)(=O)N2CCCCC2)cc1NC(=O)COC(=O)c1ccc2c(c1)OCO2
  -7	-2	3%	6%	-5%	.	6%	20%
- CCN1CCN(CCNC(=O)C2CCCN(Cc3nc(-c4cccc(Cl)c4)oc3C)C2)CC1 (stereo not given)
  -17	-1	1%	-7%	9%	9%	6%	-1%
- CC(=O)NN1C(=O)c2ccccc2NC1c1ccco1 (stereo not given)
  2	2	-3%	4%	8%	-46%	-4%	18%
- Cc1ccc2sc(N3CCN(C(=O)C4COc5ccccc5O4)CC3)nc2c1C (stereo not given)
  .	3	.	?	.	31%	.	?
- Cc1ccc(N(C(=O)CS(=O)CC(=O)Nc2ccc(F)cc2)C(C)C(=O)NC(C)(C)C)cc1 (stereo not given)
  -9	-8	0%	-15%	4%	21%	-3%	-14%
- CCCNC(=O)C1(C)CCCN(C(=O)c2cccc(OC(C)=O)c2C)C1 (stereo not given)
  9	0	-9%	18%	-1%	-22%	15%	1%
- CCC(C)N(C(=O)CSc1ncnc2sccc12)C1CCS(=O)(=O)C1 (stereo not given)
  7	0	3%	-16%	-2%	13%	-6%	17%
- COc1ccc(S(=O)(=O)N2CCCC(C(=O)NCc3ccncc3)C2)cc1Cl (stereo not given)
  -71*	-1	2%	-3%	9%	-10%	-3%	0%
- Cc1cn([C@H]2C[C@H](O)[C@@H](CNCc3ccc(N4CCN(C)CC4)cc3F)O2)c(=O)[nH]c1=O
  0	-9	-1%	0%	10%	-7%	7%	9%
- O=c1oc2ccccc2cc1-c1ccc(O)cc1
  -6	-4	-1%	-9%	6%	?	3%	-12%
- COC(C(=O)Nc1ccccc1C(=O)N1CCOCC1)c1ccccc1 (stereo not given)
  7	2	2%	-3%	4%	0%	9%	3%
- O=C1CCCC2=C1C(Cc1ccccc1)C1=C(CCCC1=O)O2
  2	-1	3%	7%	7%	13%	10%	19%
- COc1ccc(-c2nc(N)nc(C(F)(F)F)c2-c2ccccc2OC)c(O)c1
  -16	-2	5%	4%	16%	-23%	?	17%
- Cc1ccc2oc(=O)c3cnn(CC(=O)NCCN4CCOCC4)c3c2c1
  ?	2	-3%	-7%	3%	-15%	18%	14%
- CC(=O)N/C(=C/c1ccc2c(c1)OCO2)C(=O)NCC(=O)O
  ?	2	2%	7%	-1%	.	0%	20%

The list continues:
Fields – DRD3 antagonist	D3 ag	aSyn yeast inh	Abeta rescue	EPAC2 ag	FUS yeast rescue	EPAC2 antag	TDP43 rescue
- CCCOc1ccc(C(=O)NNC(=S)NC(=O)c2cc(-c3ccccc3)nc3ccccc23)cc1
  -55*	-7	?	-1%	-9%	33%	0%	?
- O=C(NCC1CCCO1)c1cc(C(=O)C2CCCCC2)c[nH]1 (stereo not given)
  7	3	1%	8%	0%	-10%	-2%	-6%
- Nc1nc(SCC(=O)Nc2ccccc2Sc2ccccc2)n[nH]1
  -10	-4	-1%	7%	5%	16%	-4%	-5%
- CCCCn1nnnc1C(c1cc2ccccc2o1)N(C)Cc1ccc(Cl)cc1 (stereo not given)
  -16	-2	-8%	0%	8%	10%	-21%	19%
